Compound activity: PubChem BioAssay, several laboratories
zfTRPN1 agonist = zebrafish TRPN1 (NompC) channel agonism. AID 1424. activation, % at 3 µM. HEK293 zebrafish TRPN1-YFP, Fluo-8 calcium fluorescence; 100% = response to 87 µM carbachol. hit rate 0.18% among 220,000;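 active = activation above its plate's cutoff, the mean activation of test wells on that plate plus 3 SD, cut at about 19% in these data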;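 also: 0% = DMSO alone and 100% = 87 µM carbachol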
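Assay system: Zebrafish TRPN1-YFP in HEK293 cells | Incubation: Dye loading 1 h at 37 °C, then 30 min room temperature | Measured by: Kinetic Fluo-8 fluorescence, ex 470-495, em 515-575 nm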
PPC-1+TRAIL kill = kills PPC-1 cancer cells in the presence of TRAIL. PPC-1 cells + TRAIL, ATPLite viability luminescence. cell killing (% activity), % at 4 µM. hit rate 0.41% among 220,000. AID 1443;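 active = cell killing above 50% in the first pass at 4 µM, then a duplicate retest at 5 µM averaging 50% or more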;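 also: plate controls were cells with TRAIL plus DMSO for no effect and medium-only wells lacking cells for full effect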
TNF necrop inh = inhibitors of TNF-alpha induced necroptosis in Jurkat FADD-/- cells; Jurkat FADD-/- TNF necroptosis rescue, ATP luminescence, 24 h; 0 = TNF only, 100 = no-TNF cells; activation (protection from cell death), % at 10 µM; hit rate 0.068% among 220,000;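 active = activation, meaning protection from cell death, of at least 50% relative to plate controls; inactive = activation below 50%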;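 also: necroptosis triggered by 40 ng/mL TNF-alpha added together with compound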
Ba/F3 V617F tox = loss of viability in JAK2V617F-driven Ba/F3 cells; Ba/F3 EpoR-JAK2V617F viability, ATP luminescence; inhibition, % at 5.6 µM; hit rate 1.1% among 220,000; AID 1446;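 active = inhibition above the campaign mean plus 3 SD over all tested compounds, cut at about 24% in these data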;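 also: cytokine-independent growth of Ba/F3 cells driven by EpoR plus mutant JAK2; 0% = DMSO-treated cells and 100% = JAK inhibitor I control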
TRPML3 ag = human mucolipin-3 channel agonism. Q8TDD5. HEK293 TRPML3-YFP, Fluo-8 calcium fluorescence; 100% = the carbachol control signal. activation, % at 3 µM. hit rate 0.29% among 220,000. AID 1448;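 active = activation above its plate's cutoff, the mean activation of the plate's test wells plus 3 SD, cut at about 12% in these data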;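 also: 0% = DMSO only wells and 100% = carbachol wells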
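system = HEK293 cells stably carrying human TRPML3-YFP | doses = one concentration, 3 µM nominal, 0.3% DMSO | timing = dye loading 1 h 37 °C then 30 min ambient, 125 s read | detection = Fluo-8 calcium dye fluorescence, ex 470-495, em 515-575 nm | benchmarks = high control carbachol 87 µM, low control DMSO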
RBBP9 inh = inhibitors of human serine hydrolase RBBP9 | O75884 | recombinant RBBP9, FP-Rh probe fluorescence polarization | inhibition, % at 7.94 µM | hit rate 0.2% among 220,000 | AID 1515;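 active = inhibition above the campaign mean of all tested compounds plus 3 SD, cut at about 14% in these data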;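 also: plate controls were DMSO wells with RBBP9 for no effect and wells lacking RBBP9 protein for full effect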
Target sequence (O75884 whole entry, looked up): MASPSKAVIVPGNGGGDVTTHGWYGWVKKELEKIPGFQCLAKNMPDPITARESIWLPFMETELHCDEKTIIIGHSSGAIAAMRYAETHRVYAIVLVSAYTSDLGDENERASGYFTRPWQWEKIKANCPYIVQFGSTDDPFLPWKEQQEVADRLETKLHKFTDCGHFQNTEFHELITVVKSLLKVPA
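Measured by: FP readout at 525/598 nm; material: recombinant human RBBP9; also added: Serine-hydrolase probe FP-Rh, 375 nM pre-mixing; medium: Tris buffer pH 8.0, NaCl, Pluronic; replication: one well per compound; doses: one concentration, 7.94 µM nominal, 0.794% DMSO; timing: preincubation 30 min plus labeling 45 min at 25 °C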
CHOP inh = CHOP inhibition in unfolded protein response. CHO-K1 CHOP-promoter luciferase, tunicamycin-induced, 15-18 h. inhibition, % at 10 µM. hit rate 3.8% among 220,000. AID 2732;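 active = compounds that reduced the stress-induced luciferase reporter signal by more than about 70% of percent inhibition, limit read from the data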;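 also: 0% = tunicamycin plus vehicle and 100% = wells without tunicamycin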
Wee1 stabilizer = human Wee1 degradation inhibition, primary screen | P30291 | HeLa Luc-Wee1K328M stability, luciferase luminescence; 100% = proteasome inhibitor MG132 effect | reporter increase, % at 5 µM | hit rate 1.2% among 220,000;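 active = activation above the mean of all tested compounds plus 3 SD, set per screening run, cut at about 8.8% in these data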;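 also: cells exposed to compound for 20 h before luminescence read; 0% = DMSO alone and 100% = MG132 at 30 µM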
Target sequence (P30291 whole entry K328M): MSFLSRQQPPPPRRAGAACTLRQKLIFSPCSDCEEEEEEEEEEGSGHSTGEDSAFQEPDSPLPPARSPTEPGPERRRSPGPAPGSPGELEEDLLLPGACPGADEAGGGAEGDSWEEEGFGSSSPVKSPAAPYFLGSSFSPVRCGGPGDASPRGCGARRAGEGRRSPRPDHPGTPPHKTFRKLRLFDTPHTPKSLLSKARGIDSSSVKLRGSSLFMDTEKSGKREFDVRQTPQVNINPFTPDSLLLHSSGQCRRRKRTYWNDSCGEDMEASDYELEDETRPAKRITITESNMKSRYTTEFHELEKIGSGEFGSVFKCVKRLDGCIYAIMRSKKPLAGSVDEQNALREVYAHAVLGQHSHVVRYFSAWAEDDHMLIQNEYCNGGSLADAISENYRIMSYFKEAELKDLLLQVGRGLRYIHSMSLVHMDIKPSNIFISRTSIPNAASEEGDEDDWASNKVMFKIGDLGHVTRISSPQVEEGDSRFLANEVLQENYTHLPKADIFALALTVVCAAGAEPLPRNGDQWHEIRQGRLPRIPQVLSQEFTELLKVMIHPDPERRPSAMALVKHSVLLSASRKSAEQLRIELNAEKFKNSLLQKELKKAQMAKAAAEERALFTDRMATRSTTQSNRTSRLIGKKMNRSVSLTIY
BaF3 parental = parental Ba/F3 viability inhibition as JAK2V617F counter-screen; inhibition, % at 5.6 µM; CellTiter-Glo ATP luminescence; hit rate 1.1% among 220,000;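 active = inhibition above a per-campaign cutoff, the mean inhibition of all tested compounds plus 3 SD, cut at about 27% in these data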;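 also: 0% = DMSO wells and 100% = JAK Inhibitor I control wells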
An asterisk follows results filed as active. Not a hit list. Share with any hit: about 6.8%.

SMILES	zfTRPN1 agonist	PPC-1+TRAIL kill	TNF necrop inh	Ba/F3 V617F tox	TRPML3 ag	RBBP9 inh	CHOP inh	Wee1 stabilizer	BaF3 parental
N/C(=N\OC(=O)c1cccnc1)c1ccc(Cl)cc1Cl	0.4	4	-1.6	2	0.7	-1	6	0	8
C=CCn1c(SCC(N)=O)nc2nc3c(cc2c1=O)COC(C)(C)C3	0.9	-5	-0.1	-4	0.9	-5	-7	2	0
COc1ccc(Cn2c(=O)[nH]c3cc(C(=O)NCCc4ccc(S(N)(=O)=O)cc4)ccc3c2=O)cc1	-0.6	7	1.8	1	0.8	-5	-28	-1	6
CCCCNCc1nc2ccccc2c(=O)[nH]1	-1.4	24	1.2	2	0.6	-3	16	8.9*	9
O=S(=O)(NCc1cc(-c2ccccc2)no1)c1ccccc1Cl	-0.6	15	1.8	1	0.1	11	18	0	5
Brc1ccc(CN2C3=NCCCN3c3ccccc32)cc1	1.5	18	5.2	-3	0.9	-5	-13	0	7
Cc1nnc(SCc2cc([N+](=O)[O-])cc3c2OCOC3)n(N)c1=O	-0.5	13	-1.7	4	0.9	-9	18	-2	5
CC(C)Cn1c(SCC(=O)N2CC(=O)Nc3ccccc32)nc2ccccc21	-0.9	3	0.7	7	-0.4	-14	0	0	3
CC(C)CCN1C(=O)CCC1(C)C(=O)NC1CCCCCCC1 (stereo not given)	-0.2	-3	0.1	1	0.3	-5	-14	-2	4
CC1Cc2cc(/C(O)=C3/C(=O)C(=O)N(CCCn4ccnc4)C3c3ccncc3)ccc2O1 (stereo not given)	1.7	19	-1.8	1	0.6	14*	4	0	2
Cc1ccc2c(c1)C(O)(C1COC(C)(C)CC1=O)C(=O)N2C (stereo not given)	0.5	6	-1.9	0	-0.2	6	4	1	7
CC(Oc1ccccc1)c1ccnc2nc(N3CCOCC3)nn12 (stereo not given)	0.7	8	0.0	-1	0.1	7	7	-3	2
CC(C)OC(=O)c1c(NC(=O)c2cccs2)sc2c1CCCC2	-0.8	3	2.0	-2	1.1	2	35	2	-1
C=CCn1cc(-c2ccc(Cl)cc2)cc(C#N)c1=O	-0.4	11	0.8	1	0.0	1	18	-1	6
CCNC(=S)N1CC(C)OC(C)C1 (stereo not given)	1.0	9	-4.1	-3	-0.1	5	-8	-2	4
O=C(NCc1ccccc1)/C(NC(=O)c1ccccc1)=C(/Sc1ccccn1)c1ccccc1	-1.4	22	-0.9	-3	-0.4	-5	-7	-1	3
O=C(CCc1ccccc1)Nc1ccccc1C(F)(F)F	-0.7	-8	0.7	1	-0.2	-3	1	1	9
Clc1ccc(-c2nnc3n2CCCC3)cc1Cl	-0.1	25	-2.4	1	0.5	6	21	-2	3
CC(C)(C)OC(=O)N1Cc2ccccc2C[C@H]1C(=O)O	-0.3	32	0.6	-4	0.7	-5	16	3	4
COc1ccc(-c2ccc(SCC(=O)N3CCOCC3)nn2)cc1OC	0.3	7	-0.8	4	0.0	-5	-2	-2	3
COc1ccc(-n2c(Cc3cccn3C)nnc2SCC(=O)Nc2nc(C)cs2)cc1	-2.0	2	0.9	-2	0.1	-7	-1	4	4
CN(C)c1ccc(P(=O)(CC(=O)N/N=C/c2ccc(C#N)cc2)OCCCl)cc1 (stereo not given)	0.8	-13	-0.1	-2	0.7	1	5	0	8
COc1ccc2c(c1OC)C(=O)OC2CC(=O)c1ccc(O)c(O)c1 (stereo not given)	0.9	-1	-0.5	-2	0.5	-5	-24	-2	3
CCNC(=S)N/N=C(\C)c1ccc(N2CCOCC2)cc1	1.6	6	0.3	2	0.8	-10	1	1	8
CCN(Cc1ccccc1)C(=O)COC(=O)CNS(=O)(=O)c1ccc(C)cc1	-0.7	3	1.8	-5	-0.1	-9	0	-1	2
O=C1CCCC2=C1C(c1ccc3c(c1)OCO3)c1c([nH]n(-c3ccccc3)c1=O)N2 (stereo not given)	-0.3	20	-1.8	-4	0.4	-3	-19	-3	-1
COc1cc(C(=O)Nc2cccc(-c3cn4cccnc4n3)c2)cc(OC)c1OC	0.3	17	-4.3	0	1.3	-4	-5	3	7
O=C(C1CCCO1)N1CCC(c2nc3ccccc3[nH]2)CC1 (stereo not given)	-0.1	-11	-0.8	1	0.1	-12	10	-2	19
COc1ccccc1/C=C/C(=O)NCC(=O)N/N=C(\CCC(=O)O)c1ccccc1	-1.6	27	0.6	0	-0.5	-4	-12	0	7
O=C(CNC(=O)c1cc2ccccc2o1)NCc1cccs1	0.3	-7	-0.2	-2	0.0	0	16	2	0
COc1ccc2c(c1)c(=O)c(C(=O)c1ccc(F)cc1)cn2CC(=O)Nc1ccc(F)cc1	-0.4	-24	5.2	-3	0.9	-8	0	-1	0
CC1(C)Cc2c(sc3nc[nH]c(=O)c23)CO1	0.8	10	0.4	1	1.1	4	17	-3	2
COc1cc(C(=O)NNC(=O)NC2CCCCC2)cc(OC)c1OC	0.3	-2	-0.4	-1	0.2	-3	-7	-1	-1
CCS(=O)(=O)N1CCN(c2ccc(Cl)cc2[N+](=O)[O-])CC1	3.0	0	0.1	3	1.8	-8	2	0	6
O=C1c2ccccc2S(=O)(=O)N1CC(O)COc1ccc(Cl)cc1 (stereo not given)	0.3	30	2.9	-2	0.2	-8	26	-2	-2
O=C(Cc1ccccc1)Nc1ccc(NC(=O)C2CC2)nc1	0.3	1	1.8	0	-0.3	1	5	0	0
CC(=O)/C(=N\Nc1ccccc1)Oc1ccc([N+](=O)[O-])cc1	-1.2	24	0.7	0	0.1	-12	-6	1	3
O=C(O)C1C2C=CC(C2)C1C(=O)NC(c1ccccc1)c1ccccc1 (stereo not given)	-1.3	-3	-1.3	-1	1.2	-8	31	5	0
CCCCc1c(O)nc(SCCN(C)C)n(-c2ccccc2)c1=O	1.1	-4	-0.4	1	0.8	-9	-18	-1	13
C=CCNC(=S)NNC(=O)c1ccccc1OCC	0.2	19	-0.6	0	0.7	-6	10	4	6

Entries of single compounds, looked up by structure:
Listed for CCNC(=S)N1CC(C)OC(C)C1 (stereo not given) = zfTRPN1 agonist: 1.0; PPC-1+TRAIL kill: 9; TNF necrop inh: -4.1; Ba/F3 V617F tox: -3; TRPML3 ag: -0.1; RBBP9 inh: 5; CHOP inh: -8; Wee1 stabilizer: -2; BaF3 parental: 4
Listed for O=C(CCc1ccccc1)Nc1ccccc1C(F)(F)F = zfTRPN1 agonist: -0.7; PPC-1+TRAIL kill: -8; TNF necrop inh: 0.7; Ba/F3 V617F tox: 1; TRPML3 ag: -0.2; RBBP9 inh: -3; CHOP inh: 1; Wee1 stabilizer: 1; BaF3 parental: 9

The list continues.
SMILES	zfTRPN1 agonist	PPC-1+TRAIL kill	TNF necrop inh	Ba/F3 V617F tox	TRPML3 ag	RBBP9 inh	CHOP inh	Wee1 stabilizer	BaF3 parental
CCCN1C2=NCCCN2c2ccccc21	-0.2	8	-0.9	2	0.7	-2	14	-3	2
CCOC(=O)c1sc(NC(=O)/C=C/c2ccc(F)cc2)nc1C	0.7	-19	0.2	0	0.9	-7	56	-1	4
c1ccc(Oc2ncnc3oc(-c4ccccc4)cc23)cc1	1.2	0	-1.1	-4	1.3	-5	-23	0	3
O=C(c1ccc(S(=O)(=O)N2CCOCC2)cc1)N1CCCc2ccccc21	1.8	-8	0.8	6	-0.4	-11	7	1	-1
O=C(COC(=O)[C@@H]1CCCN1S(=O)(=O)c1ccccc1F)c1ccccc1	1.0	0	-1.2	4	0.5	0	-21	0	2
CSc1nnc(-c2sccc2OCc2ccc(C)cc2)n1C	1.2	-3	-3.9	-1	-1.5	-6	14	0	5
Cc1ccc(C(=O)OCc2ccc3c(c2)OCO3)cc1S(=O)(=O)N1CCCCC1	1.8	22	-0.7	-6	1.6	0	25	0	-3
CC(C)c1ccc(NC(=O)COc2ccc(S(=O)(=O)N3CCOCC3)cc2)cc1	-0.9	-9	2.2	-6	0.7	-2	25	-1	3
O=C(O)CC1(CC(=O)Nc2ccc3sccc3c2)CCCCC1	1.3	-12	4.2	-6	1.0	2	1	-3	3
COc1cccc(OCCCN2CCCCC2)c1	-0.5	9	-2.3	3	0.9	-1	-8	0	6
CCN(CC)CCN(C)C(=O)CCc1nnc(-c2ccc(C)s2)o1	0.6	9	0.3	-1	0.5	0	11	1	5
COc1ccc(S(=O)(=O)CCc2nc3ccccc3s2)cc1	0.9	24	0.8	8	-0.9	-5	23	0	12
COc1nc(OC)nc(N2CCC(C(=O)NCc3ccc(F)cc3)CC2)n1	-0.6	6	0.4	-5	0.1	-5	-34	0	0
Cc1ccc(S(=O)(=O)N2CCOCC2)cc1C(=O)O	3.6	10	0.3	-1	0.2	-6	-10	0	4
COc1ccc(C(C)(C)C)cc1NC(=O)COC(=O)C(C)C	0.3	-11	-0.2	-1	0.6	-6	59	-2	6
O=C(c1ccccn1)N(CC1CCCO1)C1(C(=O)NC2CCCCC2)CCCCC1 (stereo not given)	0.0	-37	0.0	5	-0.1	-10	-14	0	0
Cc1ccc(-n2c(N)c(C(=O)N3CCOCC3)sc2=S)cc1	0.7	23	-0.4	-2	0.6	3	8	-1	3
CCN(C(=O)COC(=O)/C=C/c1nc2ccccc2s1)C1CCS(=O)(=O)C1 (stereo not given)	0.9	31	0.7	-1	1.0	-7	11	5	5
NC(=S)Nc1cccc(O)c1	1.2	26	1.7	-1	0.9	-1	-11	3	-6
Cc1cccnc1N(C(=O)Nc1cccc(Cl)c1)C1=NCC(C)(C)S1	1.8	5	2.2	1	0.7	-3	-19	-2	3
O=C1COc2ccc(C(=O)COC(=O)CNC(=O)c3ccco3)cc2N1	1.8	6	1.2	-5	0.5	-4	-7	2	0
S=c1[nH]nc(CSc2nc3ccccc3s2)n1Cc1ccccc1	-0.2	6	-0.7	2	-0.1	-6	-1	-2	7
Cc1cc(C)n(C(=O)c2cc(F)c(F)cc2C)n1	0.3	3	-0.3	1	1.1	-7	14	9	7
O=C(COc1ccc(Br)cc1)Nc1ccc([N+](=O)[O-])cn1	-2.2	10	2.0	0	-0.1	-9	-10	1	3
O=C(CSc1nnc2ccccn12)NNC(=O)c1ccccc1	0.9	16	1.7	0	0.9	-7	-36	0	-1
CCS(=O)(=O)N1CCN(c2cnn(-c3ccccc3)c(=O)c2Cl)CC1	1.2	39	0.6	3	1.2	-1	-13	-1	6
CCC(=O)Nc1cc(C(F)(F)F)ccc1N1CCOCC1	0.4	-14	-3.5	2	0.5	-14	-9	-3	9
CC1CC(C)CN(C(=S)NC2CCCCC2)C1 (stereo not given)	-1.1	1	4.7	2	-0.5	-6	18	0	9
CCNC(=O)COC(=O)CCNC(=O)c1cccc(C)c1	0.2	14	2.1	-2	1.4	-2	-5	-4	0
